# NTR1 ag = NTR1-driven beta-arrestin-GFP spot formation – imaging, U2OS cells, high content, primary screen (AID 493036); P30989; agonist mode; activation, % at 20 µM; hit rate 0.17% among 330,000;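 active = activation at or above 40% of the spot to cytoplasm intensity ratio, with at least 20 cells analyzed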;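 also: 0% = DMSO without peptide and 100% = 100 nM NTR1 peptide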
# Target sequence (P30989 whole entry, looked up): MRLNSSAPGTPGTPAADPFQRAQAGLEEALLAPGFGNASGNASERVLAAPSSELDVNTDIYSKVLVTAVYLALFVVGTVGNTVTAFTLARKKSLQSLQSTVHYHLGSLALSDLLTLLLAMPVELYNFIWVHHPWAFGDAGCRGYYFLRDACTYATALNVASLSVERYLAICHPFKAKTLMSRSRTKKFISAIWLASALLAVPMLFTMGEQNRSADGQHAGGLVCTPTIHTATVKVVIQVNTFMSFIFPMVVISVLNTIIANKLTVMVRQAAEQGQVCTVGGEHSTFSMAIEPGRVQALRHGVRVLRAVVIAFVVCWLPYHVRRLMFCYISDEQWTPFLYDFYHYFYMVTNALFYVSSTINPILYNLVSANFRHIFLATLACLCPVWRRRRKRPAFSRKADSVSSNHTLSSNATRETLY
# Yfh1-depleted yeast = mitochondrial function rescue without frataxin homolog – Friedreich's ataxia, plus single-dose screen, dose response (AID 1465) | fold induction at 50 µM; hits with a dose series show EC50 in µM | S. cerevisiae Yfh1-off respiration, WST-1 reduction, 72 h; higher fold induction means a stronger effect | hit rate 0.074% among 220,000;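 active = fold induction of absorbance versus untreated yeast above a set limit, then at least 30% activation at any dose in follow-up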;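 also: activators that raise dye reduction in frataxin-depleted yeast; strong numbers were not always called active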
# NTR1 ag cell count 20 µM = recorded beside NTR1 ag, whose call it bears; cell count; measured here: cell count, cytotoxicity flag
# An asterisk follows results filed as active; i = inactive. Not all compounds are listed, so the mix of outcomes need not match the whole.
mol | NTR1 ag | NTR1 ag cell count 20 µM | Yfh1-depleted yeast
CS(=O)(=O)N(Cc1nc2sc3c(c2c(=O)[nH]1)CCCC3)C1CCCCC1 | 12.4 | 66 | i
CC(C)(C)CC(C)(C)NCC(O)COc1ccc2c(c1)CCC2 (stereo unspecified) | 1.2 | 52 | i
CCc1nnc(SCc2cccc(F)c2)nc1CC | -0.6 | 97 | i
Cc1ccc(-c2csc(NC(CO)c3nc4ccccc4n3CCOCCO)n2)cc1 (stereo unspecified) | -2.4 | 74 | i
COC(=O)CN1C(=O)[C@@H]2[C@H](C1=O)[C@@H]1CC(C(=O)OC)=C[C@@H](C(=O)OC)[C@@H]3C1=C(C(=O)[C@]3(C)NC(=O)c1ccccc1)[C@@H]2C | 4.2 | 59 | i
Cc1cc(/C=C2/SC(=S)N(c3cccc(Cl)c3)C2=O)c(C)n1-c1cccnc1 | -8.4 | 83 | i
OCC[C@H]1C[C@@H](O)[C@H](O)[C@@]2(CCCCO2)O1 | -0.2 | 40 | i
CC(C)(C)C(O)/C=C/c1ccc2c(c1)OCO2 (stereo unspecified) | -0.8 | 56 | i
Cc1sc2ncnc(NCC(c3ccco3)N(C)C)c2c1C (stereo unspecified) | -0.5 | 78 | i
CC(C)NC(=O)c1onc(CSc2ccncc2)c1C(=O)NC(C)C | 4.1 | 93 | i
O=C(NCCCN1CCOCC1)c1onc(CSc2ccncc2)c1C(=O)NCCCN1CCOCC1 | -0.5 | 92 | i

# High-throughput results: PubChem, several laboratories
